SKBR3 24h inh – SK-BR-3 proliferation inhibitors. SK-BR-3 viability, CellTiter-Glo ATP luminescence, 24 h; stronger effect = lower value. viability, % at 10 µM. hit rate 0.47% among 41,000. AID 847;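 active = viability at or below the median of all test compounds minus 3 SD, in both replicates if run twice, cut at about 45% in these data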;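 note: 100% = median untreated cell wells and 0% = median positive control drug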
The depositor's hits bear a star. These rows are one share of the data (hit frequency here may not be typical).

SMILES	SKBR3 24h inh
Nc1nc2c3ccccc3nc(Cc3ccccc3)n2n1	90.3
Cc1occc1-c1nc(-c2ccncc2)no1	84.4
Cc1cccc(-c2noc(CCC(=O)NCc3ccccc3)n2)c1	78.4
Cc1cc(C)c(C)c(OCC(=O)NCCN(C)C)c1	85.3
Nc1ccc(C(=O)Nc2nc3ccccc3s2)cc1	98.4
O=C(CNC1CCCCCC1)Nc1ccc(S(=O)(=O)NC2CC2)cc1	77.7
CCCCCc1ccc(-c2ccc(=O)[nH]n2)cc1	95.7
CCC(C)[C@H](NC(=O)Nc1ccc(C(C)=O)cc1)C(=O)OC (stereo partly drawn)	92.7
O=C(O)CCC1(C(=O)O)OCCc2ccccc21 (stereo not drawn)	89.9
COc1ccc(-c2cc(C(=O)Nc3ccccc3SC)no2)cc1OC	67.0
CCN(CC)S(=O)(=O)c1ccc(NC2CCCc3ccccc32)nc1 (stereo not drawn)	80.1
COC(=O)c1sccc1NC(=O)Cn1cnc2c1c(=O)n(C)c(=O)n2C	85.7
COc1ccc(-c2cc(C(=O)N3CCOCC3)no2)cc1OC	82.2
Cc1ccc(NC(=O)c2cccc(N3C(=O)CCC3=O)c2)nc1	94.6
COC(=O)c1ccc(NC2=CC(=O)CC(C)(C)C2)cc1	99.5
O=C1CSC2(CCCCC2)N1CCO	102.6
COC(=O)CN(c1ccc(OC)cc1)S(=O)(=O)c1c(C)noc1C	94.4
COC(=O)c1cccc(Oc2nc3c(c(=O)n(C)c(=O)n3C)n2C(C)C)c1	103.2
CC1CCN(C(=O)C(NS(=O)(=O)c2cccc3nsnc23)c2ccccc2)CC1 (stereo not drawn)	73.3
CN1CCN(S(=O)(=O)c2ccc(NC(=O)Cc3cccs3)cc2)CC1	107.5
CCOC(=O)c1[nH]c(C)c(/C(O)=C2\C(=O)C(=O)N(CCCN(C)C)C2c2cccnc2)c1C (stereo not drawn)	108.8
CC(C)Oc1ccc(CSc2nnc3n(C)c(=O)c4c5c(sc4n23)CCCC5)cc1	69.8
COCCNC(=O)C(c1ccc(C)o1)N(Cc1ccc(OC)cc1)C(=O)Cn1nnc2ccccc21 (stereo not drawn)	91.2
CCC(C)C(=O)Nc1c2c(nc3c1CCC3)CCCC2 (stereo not drawn)	79.8
c1coc(-c2nn3c(Cn4nnc5ccccc54)nnc3s2)c1	89.6

Grouped by structure, the entries above with four or more nitrogen atoms (eight)
SMILES	SKBR3 24h inh
Nc1nc2c3ccccc3nc(Cc3ccccc3)n2n1	90.3
COC(=O)c1sccc1NC(=O)Cn1cnc2c1c(=O)n(C)c(=O)n2C	85.7
COC(=O)c1cccc(Oc2nc3c(c(=O)n(C)c(=O)n3C)n2C(C)C)c1	103.2
CC1CCN(C(=O)C(NS(=O)(=O)c2cccc3nsnc23)c2ccccc2)CC1 (stereo not drawn)	73.3
CCOC(=O)c1[nH]c(C)c(/C(O)=C2\C(=O)C(=O)N(CCCN(C)C)C2c2cccnc2)c1C (stereo not drawn)	108.8
CC(C)Oc1ccc(CSc2nnc3n(C)c(=O)c4c5c(sc4n23)CCCC5)cc1	69.8
COCCNC(=O)C(c1ccc(C)o1)N(Cc1ccc(OC)cc1)C(=O)Cn1nnc2ccccc21 (stereo not drawn)	91.2
c1coc(-c2nn3c(Cn4nnc5ccccc54)nnc3s2)c1	89.6

Following part
SMILES	SKBR3 24h inh
COc1ccc2nc(SCc3nc(N)nc(Nc4ccccc4)n3)[nH]c2c1	105.7
O=C1COc2ccc(C(=O)CSc3nnnn3-c3ccccc3)cc2N1	57.9
Cc1nn(C)c(C)c1NC(=O)c1ccc(S(=O)(=O)N(C)C)cc1	98.4
c1cncc(-c2cccnc2)c1	120.4
O=c1[nH]c(Nc2ccccc2)cc2ccccc12	90.6
COc1ccc2cc(C#N)c(SCC(=O)N3CCCC3)nc2c1	87.4
CC1Cc2ccccc2N1C(=O)Cc1cccs1 (stereo not drawn)	93.8
Cc1nc2sc(C(c3cccc(F)c3)N3CCOCC3)c(O)n2n1 (stereo not drawn)	92.7
CCN(CC)C(=O)CN(Cc1ccccc1)S(=O)(=O)c1ccc(F)cc1	86.7
CCOC(=O)CCCNC(=O)c1cncc(Br)c1	106.5
O=C1OC(Nc2nccs2)c2ccccc21 (stereo not drawn)	110.0
Cc1cc(C)nc(NC(=NCCc2c[nH]c3ccccc23)NC(=O)c2ccco2)n1	111.1
N#Cc1ccsc1NC(=O)c1ccccn1	117.1
N#Cc1nc(-c2cccc3ccccc23)oc1N1CCCCC1	88.9
Cn1c(SCC(=O)OCC(=O)c2ccccc2)nnc1-c1cccs1	79.4
CCOc1cccc2cc(C(=O)NCc3cccnc3)c(=O)oc12	77.7
CCCCOc1ccc(-c2ncc(C(=O)O)c(C)n2)cc1	91.8
Nc1c(C(=O)NCc2ccco2)sc2nc(N3CCOCC3)c3c(c12)CCCC3	79.2
Cc1cccc(Nc2ccccc2C(=O)O)c1C	96.7
O=C(NCc1ccc2c(c1)OCO2)c1ccc(C2SCC(=O)N2Cc2ccco2)cc1 (stereo not drawn)	92.4
COc1ccc(CCNCc2csc3nc4ccccc4n23)cc1OC	94.2
O=C(c1n[nH]c2c1CCCC2)n1ccnc1	92.9
CC(=O)Nc1nc(=S)ss1	89.8
O=C(CN1C(=O)COc2ccccc21)N1CCc2ccccc21	72.0
COC(=O)c1ccccc1NC(=O)CSc1nnc(-c2ccncc2)o1	85.4

(continued)
SMILES	SKBR3 24h inh
CCCn1nc(NS(=O)(=O)c2ccccc2)c2cc3ccccc3nc21	74.6
COCCn1c(-c2ccco2)nc2nc3ccccc3nc21	83.8
COc1ccccc1OCc1nnc(SCC(=O)N2CCCCC2)n1-c1ccccc1	92.7
COCC(=O)N(Cc1ccco1)c1nnc(C2CCOC2)s1 (stereo not drawn)	69.7
CCCc1nc(SCC(=O)Nc2cc(C)on2)c2ccccc2n1	124.8
COc1ccc(-c2ccc(-c3noc(-c4ccccc4)n3)c(OC)n2)cc1	93.8
Cc1ccccc1Cn1c(=N)n(CC(=O)c2ccco2)c2ccccc21	68.6
Cn1c(=O)n(Cc2ccco2)c(=N)c2c3c(sc21)CCC3	92.4
CS(=O)(=O)N1CCC(C(=O)Nc2ccccc2Sc2ccccc2)CC1	95.4
CNC(=O)c1c(O)c2cccc3c2n(c1=O)CC3	87.6
O=C(Cn1c(=O)n(CCC(=O)N2CCc3ccccc3C2)c(=O)c2ccccc21)NCC1CCCO1 (stereo not drawn)	81.2
CCOC(=O)C(C)Sc1nnc(-c2ccccc2O)n1-c1ccc(C)cc1 (stereo not drawn)	47.6
CC1CCN(CC(=O)Nc2ccccc2C#N)CC1	73.4
COC(=O)c1[nH]c2ccccc2c1NS(=O)(=O)c1ccc(OC)cc1OC	88.3
O=C(NC1CCCCC1)C1CCCN1C(=O)NCc1ccccc1 (stereo not drawn)	101.4
CC(=O)OC[C@H]1O[C@@H](n2ncc(=O)[nH]c2=O)[C@H](OC(C)=O)[C@@H]1OC(C)=O	112.3
Cc1cc(C)n(-c2nc(NCC3CCCO3)c3c4c(sc3n2)COC(C)(C)C4)n1 (stereo not drawn)	78.2
CC(NS(=O)(=O)c1ccc(OCC(=O)N2CCOCC2)c(Cl)c1)c1ccccc1 (stereo not drawn)	99.2
Cc1c(C(=O)Nc2nnc(C(F)(F)F)s2)oc2ccccc12	96.1
COc1ccc(OC)c(C2C(C(=O)c3cccs3)=C(O)C(=O)N2CCN(C)C)c1 (stereo not drawn)	84.2
CC(C)COc1cccc(C(=O)Nc2ccc(S(=O)(=O)N3CCOCC3)cc2)c1	86.7
CCSc1nnc(NC(=O)CSc2nc3c(c(=O)n2C)SC(C)C3)s1 (stereo not drawn)	91.6
COC(=O)c1ccc(Oc2nc3c(c(=O)n(C)c(=O)n3C)n2CCC(C)C)cc1	87.4
c1cc2nncn2nc1N1CCCC1	93.5
O=C(COc1ccccc1)Nc1cccc(-c2nnc(-c3ccccc3)o2)c1	55.2

(continued)
SMILES	SKBR3 24h inh
CC1CC(C(F)(F)F)n2ncc(C(=O)O)c2N1 (stereo not drawn)	124.8
CCCOc1ccc([C@@H]2C3CN(C(=O)OCC)CC=C3C(C#N)=C(N)C2(C#N)C#N)cc1OC (stereo partly drawn)	93.0
Cc1ccc(SCc2nc(-c3ccccc3)no2)cc1	110.3
CC[C@@H](C)[C@H](NS(=O)(=O)c1ccc(C)cc1)C(=O)N1CCC(C(=O)NCC(=O)O)CC1	123.9
COCCCNC(=O)c1ccccc1NS(=O)(=O)c1ccc(C)cc1	72.6
COc1ccccc1CNc1nc2nc3c(c(=O)n2[nH]1)CCC3	101.6
Cc1nc(NCc2ccco2)c(C#N)c2c1COC(C)(C)C2	97.2
CCC(CC)C(=O)Nc1c2cnn(-c3ccccc3)c2nc(=O)n1-c1ccccc1	57.2
CCOC(=O)N1CCC(NS(=O)(=O)c2ccc3c(c2)C(C)(C)C(=O)N3C)CC1	103.2
CCCCc1ccc(NC(=O)CSC2=C(C#N)C(c3ccco3)C3=C(CCCC3=O)N2)cc1 (stereo not drawn)	90.8
Cc1cc(C)n(S(=O)(=O)c2ccc(Cl)c(Cl)c2Cl)n1	101.7
CCCCC(=O)Nc1ccc(C(N)=O)cc1	80.8
CC(=O)c1cnc(Nc2nc(C)c3cccc(C)c3n2)nc1C	59.7
CCOC(=O)C1=C(C)Nc2ncnn2C1c1ccc2c(c1)OCO2 (stereo not drawn)	89.9
Clc1ccc(CSc2nnc([C@@H]3CCCN3)o2)cc1	80.8
COc1cc2c(=O)n(Cc3ccccc3)c(=O)n(CC(=O)NCC3CCCO3)c2cc1OC (stereo not drawn)	104.4
CCCCn1nnc(NC(=O)CC23CC4CC(CC(C4)C2)C3)n1	89.5
N#Cc1c(F)cccc1N1CCOCC1	87.9
CCN(Cc1ccccc1)S(=O)(=O)c1nc2nc(C)c(C)c(C)n2n1	79.3
Cc1cc2c(c(=O)o1)C(Cc1ccccc1)C(C#N)=C(N)O2 (stereo not drawn)	82.5
COC(=O)c1c(-c2ccc(F)cc2)csc1NC(=O)c1ccco1	91.3
CCn1c(Cn2nnc(-c3ccccc3)n2)nnc1SCc1ccc(Cl)c(Cl)c1	79.2
Cc1ccc(OCCSc2nnc(NC(=O)c3ccco3)s2)cc1	73.2
COc1ccccc1-c1cc(C(F)(F)F)nc(S(=O)(=O)CCCC(=O)N2CCCCC2C)n1 (stereo not drawn)	37.7*
CN1C(=O)N(CN2CCCCC2)C2C1N(C)C(=O)N2CN1CCCCC1 (stereo not drawn)	111.3

Other results follow.
SMILES	SKBR3 24h inh
COc1ccc(NC(=O)c2ccco2)cc1NC(=O)c1c(F)c(F)c(OC)c(F)c1F	85.9
CCC(=O)n1nc(NCc2ccccc2OC)nc1NCc1ccccc1OC	77.3
O=C(Nc1nnc(CCN2CCOCC2)s1)C1CCCCC1	86.1
O=C(NCCCO)c1ccc2[nH]c3ccccc3c2c1	91.6
CSc1ccccc1NS(=O)(=O)c1ccc2c(c1)OCCO2	89.5
Cc1ccc2c(c1)N(CC(=O)N1CCCCC1c1cccnc1)C(=O)CO2 (stereo not drawn)	103.3
O=C(c1ccccc1NS(=O)(=O)c1ccc(Br)s1)N1CCCC1	88.1
COc1ccc(CC(NC(C)=O)C(=O)NC2CCN(S(=O)(=O)c3ccccc3)CC2)cc1OC (stereo not drawn)	90.2
CCOc1ccc(C2C(C(=O)c3ccc(C)o3)=C(O)C(=O)N2CCCN(CC)CC)cc1 (stereo not drawn)	99.7
COc1cc2c(=O)n(Cc3ccco3)c(=O)n(CC(=O)c3ccc(Br)cc3)c2cc1OC	55.7
CN=C1SC(CC(=O)Nc2cc(Cl)ccc2Cl)C(=O)N1C (stereo not drawn)	101.4
Cc1nnc(SCC(=O)N2CCC(C(N)=O)CC2)s1	81.0
COc1cccc(/C=N/n2cncn2)c1OCC#N	63.4
CC(C)[C@H](NC(=O)NC1CCCC1)C(=O)O	84.6
CCOc1cc(C(=O)N2CCN(c3ccc(C(C)=O)cc3)CC2)cc(OCC)c1OCC	100.7
c1ccc2c(c1)ncn2CCC1CCCCC1	84.8
CCn1nc(C)c(NC(=O)c2cc(Br)ccc2Cl)c1C	94.3
CCCCc1nc(NCCN2CCOCC2)c(C#N)c2c1COC(C)(C)C2	99.7
Cc1nc2ccc(NC(=O)N3CCSCC3)cc2s1	118.0
CCOC(=O)CC(=O)Nc1ccc(C(=O)OCC)cc1	92.5
CC1CCN(C(=O)c2ccc(NC(=O)C3CCCO3)cc2)CC1 (stereo not drawn)	109.3
Cc1ccc(CNC(=O)CCS(=O)(=O)c2cccc3nonc23)cc1	89.2
c1ccc2nc3c(nc2c1)[nH]c1ccccc13	97.6
Cc1nn(Cc2ccccc2)c(C)c1NC(=O)CSc1nnc(-c2cc(Cl)ccc2O)n1C	86.3
CCOC(=O)CSc1nc(N)c(C#N)c(-c2ccc(OCC)cc2)c1C#N	81.5

A portion of the results above, as a working copy:
SMILES	SKBR3 24h inh
Cc1ccc(CNC(=O)CCS(=O)(=O)c2cccc3nonc23)cc1	89.2
c1ccc2nc3c(nc2c1)[nH]c1ccccc13	97.6
Cc1nn(Cc2ccccc2)c(C)c1NC(=O)CSc1nnc(-c2cc(Cl)ccc2O)n1C	86.3
CCOC(=O)CSc1nc(N)c(C#N)c(-c2ccc(OCC)cc2)c1C#N	81.5

Back to the main list; the 2 compounds before the break are reprinted first.
SMILES	SKBR3 24h inh
Cc1nn(Cc2ccccc2)c(C)c1NC(=O)CSc1nnc(-c2cc(Cl)ccc2O)n1C	86.3
CCOC(=O)CSc1nc(N)c(C#N)c(-c2ccc(OCC)cc2)c1C#N	81.5
CN1CCN(/C=N/c2c(C#N)cnn2-c2ccccc2)CC1	94.3
N/C(=N\S(=O)(=O)c1cccs1)c1ccccc1	101.5
COc1ccc2c3c(cccc13)OCC2=O	103.9
Cc1cc(C)n(-c2nc3c(c(=O)[nH]c(=O)n3C)n2C(C)C)n1	134.3
COc1cccc(NC(=O)c2cn(C)c(=O)c3cc(OC)c(OC)cc23)c1	71.0
CC(C)COP(=O)(c1ccc(N(C)C)cc1)C(O)c1ccccc1F (stereo not drawn)	92.3
COc1cccc2cc(C(=O)N3CCc4ccccc43)c(=O)oc12	74.9
Cc1ccc(NC(=O)COS(=O)c2ccc(C)cc2)cc1 (stereo not drawn)	119.8
